Source: PubChem BioAssay (The Scripps Research Institute Molecular Screening Center)
TCR-CD3 inh – inhibitors of human TCR-CD3 interaction, primary screen, biochemical, fluorescence, TAMRA-labeled TCR probe. 360,000 compounds, 0.37% hits. T-cell receptor (TCR). AID 651800, 2012. inhibition, % at 9.4 µM; in the data active = inhibition above about 19%;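 note: recombinant mutant TCR 2C K166C tagged with TAMRA read by polarization; 0% = receptor in buffer alone and 100% = receptor with positive control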
TDP2 absorb – human TDP2 enzyme inhibitors, primary screen, biochemical, epi absorbance, recombinant enzyme; Tyrosyl-DNA phosphodiesterase 2 (Homo sapiens), O95551; T5PNP hydrolysis, p-nitrophenol absorbance 415 nm; inhibition, % at 12.8 µM; 370,000 compounds, 0.34% hits; AID 720702, 2013;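 active = inhibition above the mean of all tested compounds plus 3 SD, set per campaign, cut at about 25% in these data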;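 note: 0% = DMSO with enzyme and 100% = buffer with substrate but no TDP2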
Target sequence (O95551 whole entry, looked up): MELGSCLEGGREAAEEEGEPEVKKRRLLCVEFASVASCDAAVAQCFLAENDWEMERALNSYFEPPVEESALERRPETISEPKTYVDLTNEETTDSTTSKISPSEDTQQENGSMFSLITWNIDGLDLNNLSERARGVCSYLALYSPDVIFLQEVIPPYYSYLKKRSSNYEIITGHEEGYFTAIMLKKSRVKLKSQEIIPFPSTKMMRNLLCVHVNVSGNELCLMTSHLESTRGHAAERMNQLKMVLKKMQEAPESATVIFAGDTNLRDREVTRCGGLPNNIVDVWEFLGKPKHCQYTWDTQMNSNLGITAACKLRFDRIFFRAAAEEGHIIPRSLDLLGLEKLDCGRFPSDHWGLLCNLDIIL
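test system = human TDP2 enzyme | input = TDP2 enzyme at 120 nM final | medium = 50 mM Tris-HCl pH 7.5 with Mg2+, KCl, DTT, BSA | also added = T5PNP substrate, 5 mM | times = 2 h at 37 °C | technique = epi absorbance | benchmarks = high control without enzyme, low control DMSO plus TDP2 | replication = each compound tested once, singlicate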
SIAE primary – human SIAE inhibitors, primary screen, biochemical, fluorescence polarization, FP-Rh probe, 1536-well HTS; SIAE FP-Rh probe binding; 370,000 compounds, 0.69% hits; inhibition, % at 9.66 µM; Sialate O-acetylesterase (Homo sapiens), Q9HAT2;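 active = inhibition above a cutoff: mean of compounds within the control limits plus 3 SD of those, cut at about 17% in these data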;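 note: 0% = plate median of compound wells and 100% = probe without SIAE protein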
proKLK7 act – proKLK7 zymogen activators, primary screen, biochemical, fluorescence intensity | Kallikrein-7 (Homo sapiens), P49862 | purified proKLK7, EDANS-DABCYL substrate fluorescence; 100% is mature enzyme control, 0% vehicle | activation, % at 7 µM | 370,000 compounds, 0.9% hits;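 active = activation above the mean of all tested compounds plus 3 SD, computed per campaign excluding outliers beyond control limits, cut at about 13% in these data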
Target sequence (P49862 whole entry, looked up): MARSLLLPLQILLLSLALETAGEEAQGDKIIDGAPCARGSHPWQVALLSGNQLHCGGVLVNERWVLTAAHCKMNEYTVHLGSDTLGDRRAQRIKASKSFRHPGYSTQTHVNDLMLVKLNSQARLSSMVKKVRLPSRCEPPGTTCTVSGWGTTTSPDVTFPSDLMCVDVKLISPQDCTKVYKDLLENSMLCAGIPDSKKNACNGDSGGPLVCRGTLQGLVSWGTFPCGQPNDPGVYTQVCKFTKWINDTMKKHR
MBD2 inh – inhibitors of MBD2 binding to methylated DNA, primary screen, biochemical, TR-FRET, DNA-binding domain, human; Methyl-CpG-binding domain protein 2 (Homo sapiens), Q9UBB5; MBD2 binding to methylated oligonucleotide; inhibition, % at 4.4 µM; 370,000 compounds, 0.31% hits; AID 686964, 2013; in the data active = inhibition above about 13%
PRMT1 FP inh – PRMT1 methyltransferase inhibitors, primary screen, biochemical, fluorescence polarization | Protein arginine N-methyltransferase 1 (Homo sapiens), Q99873 | inhibition, % at 2.79 µM | recombinant PRMT1, activity-based probe fluorescence polarization | 370,000 compounds, 1.3% hits;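 active = inhibition above about 21% made by adding two undisclosed values, limit read from the data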
Target sequence (Q99873 whole entry, looked up): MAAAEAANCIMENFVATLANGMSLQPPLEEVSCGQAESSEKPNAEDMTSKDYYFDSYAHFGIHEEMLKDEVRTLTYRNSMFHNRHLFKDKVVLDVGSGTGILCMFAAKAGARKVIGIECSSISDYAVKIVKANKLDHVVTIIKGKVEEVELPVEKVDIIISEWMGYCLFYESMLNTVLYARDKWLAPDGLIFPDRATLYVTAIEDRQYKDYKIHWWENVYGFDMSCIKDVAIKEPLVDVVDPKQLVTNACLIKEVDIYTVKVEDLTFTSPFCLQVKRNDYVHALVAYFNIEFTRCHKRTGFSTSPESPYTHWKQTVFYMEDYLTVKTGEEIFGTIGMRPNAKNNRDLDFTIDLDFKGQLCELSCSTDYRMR
Tn6 DDE FP – inhibitors of Tn6 peptide binding to fibrin DD(E), primary screen, biochemical, fluorescence polarization, human fibrin, Tn6 probe; Fibrin DD(E) TRITC-Tn6 fluorescence polarization displacement; inhibition, % at 8.3 µM; 370,000 compounds, 0.21% hits;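 active = inhibition above a per-campaign cutoff: mean of compounds within control limits plus 3 SD, cut at about 15% in these data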;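 note: 0% = median of all compound wells on the plate and 100% = blocking peptide control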
LEDGF integ inh – blockers of LEDGF/p75-dependent integrase strand transfer – biochemical, TR-FRET, high throughput, primary screen; HIV-1 integrase (with human LEDGF/p75); TR-FRET IN-LEDGF/p75 DNA integration, Eu/Cy5; inhibition, % at 3.7 µM; 370,000 compounds, 0.64% hits; AID 743269, 2014;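 active = inhibition above the screen-wide mean plus 3 SD, cut at about 13% in these data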;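 note: signal is the Cy5 over europium emission ratio at 671 and 618 nm; 0% = plate median of compound wells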
Tn7 DDE FP – inhibitors of Tn7 peptide binding to fibrin DD(E), primary screen, biochemical, fluorescence polarization, human fibrin, Tn7 probe; FP displacement of FITC-Tn7 peptide from fibrin DD(E); 0% = median of compound wells per plate; Fibrinogen beta chain (Homo sapiens), P02675; inhibition, % at 8.3 µM; 370,000 compounds, 0.13% hits; AID 720508, 2013;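 active = inhibition above the mean of compounds falling within the control limits plus 3 SD of them, cut at about 14% in these data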;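 note: 0% = plate median of compound wells and 100% = 10 µM Aha-Tn7 peptide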
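Assay system: human fibrin DD(E). Input: DD(E) 2 µM final. Medium: Tris buffer with calcium and detergent, pH 7.8. Compound dosing: single point at 8.3 µM. Timing: 10 min plus 3 h, room temperature. Technique: fluorescence polarization of the labelled Tn7 tracer. Read-out: percent inhibition. Replicates: singlicate testing.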
UHRF1 MBD2 ctr – UHRF1 methylated DNA binding inhibitors, primary screen, counter-screen for MBD2 inhibitor project, biochemical, TR-FRET, human UHRF1, single concentration; E3 ubiquitin-protein ligase UHRF1 (Homo sapiens), Q96T88; inhibition, % at 4.4 µM; AID 687016, 2013; 370,000 compounds, 0.75% hits; UHRF1 binding to methylated oligo; in the data active = inhibition above about 21%;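 note: UHRF1 SRA domain binding a hemimethylated CpG hairpin DNA probe; 0% = median of test compound wells and 100% = reference inhibitor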
An asterisk follows results filed as active; . = not tested or not shown; & = joins results of further samples.

Below each compound: TCR-CD3 inh	TDP2 absorb	SIAE primary	proKLK7 act	MBD2 inh	PRMT1 FP inh	Tn6 DDE FP	LEDGF integ inh	Tn7 DDE FP	UHRF1 MBD2 ctr
- CC12CC(NC(=O)N1c1cccc(C(=O)N3CCN(c4ccccc4F)CC3)c1)c1ccccc1O2 (configuration not stated)
→ -4	0	3	-0.1	4	-1	1	1	-1	2
- CNC(=S)NCc1ccc2[nH]c(C)cc2c1
→ -7	18	1	0.6	0	0	3	-5	5	1
- COCCn1c(C)cc(C2=NNC(=Nc3ccccc3F)SC2)c1C
→ -2	9	10	0.0	-2	11	-1	-1	-9	-5
- CC(=O)c1ccc(NC(=O)C(C)OC(=O)/C=C/c2ccco2)cc1 (configuration not stated)
→ 3	-17	-2	-0.3	-8	31*	0	19*	6	6
- CC(=O)c1cccc(NC(=O)N2C3CCCC2CC(NC(=O)C2CC2)C3)c1 (configuration not stated)
→ -2	2	-4	0.2	2	3	2	-4	-7	10
- Cc1cc(/C=N/O)c(C)n1-c1ccc(Br)cc1
→ 8	2	8	-0.4	1	0	-1	18*	-4	-2
- COc1cccc(NC(=O)CS(=O)(=O)c2cccc3nsnc23)c1
→ 0	1	7	0.1	0	-8	-4	-1	1	-2
- Cc1ccccc1NC(=O)Cc1nc(COC(=O)CSc2ccc(F)cc2)cs1
→ 1	-3	2	0.2	3	0	6	1	0	-4
- CCCC(=O)Nc1nnc(SCC(=O)N2CCCCC2)s1
→ 3	6	10	0.1	2	-2	-2	2	-3	-1
- O=C(COc1ccc(/C=C2/NC(=O)NC2=O)cc1)Nc1ccc(F)cc1
→ -1	5	-22	0.7	-1	-1	-1	0	1	0
- N#Cc1cccc(NC(=O)COC(=O)c2ccc3c(=O)n4c(nc3c2)CCC4)c1
→ -3	-7	-3	0.1	1	-3	1	7	-5	14
- O=C1CN(C(=O)CN2CCN(S(=O)(=O)c3ccccc3F)CC2)c2ccccc2N1
→ -1	7	5	-0.4	-7	3	-2	0	-4	-2
- Cc1ccc(NC(=O)CN(C)C(=O)Cc2ccc(Cl)cc2Cl)cc1
→ -10	-20	-7	-0.3	-5	-3	1	1	-2	4
- COc1ccc(Cl)cc1N(CC(=O)NC1CC1)S(=O)(=O)c1ccc(C)c([N+](=O)[O-])c1
→ 2	0	-1	1.0	-8	-1	4	0	-1	-1
- COc1cc(NC(=S)Nc2cccc(C)n2)cc(OC)c1OC
→ 2	3	-1	-0.1	0	-1	0	-1	2	-2
- FCCCOc1ccc(-c2ccnc3ncnn23)cc1
→ -4	-1	-10	2.9	0	3	-1	-5	4	4
- O=C(CSc1nc(=O)n2ccccc2n1)NCc1ccc(F)cc1
→ 3	7	9	0.8	1	-1	-3	-1	5	2
- Cc1cc(NCCc2ccccc2F)n2ncnc2n1
→ 6	0	7	0.1	-2	-4	6	-5	7	1
- CCOc1ccc(N2C(=O)CC(N(Cc3ccco3)C(=O)CC)C2=O)cc1 (configuration not stated)
→ 3	-3	0	0.6	3	0	2	1	1	-2
- CCCc1c(-c2cccc(Br)c2)ncn1Cc1ccccc1OC
→ -4	-3	0	0.4	4	3	-7	-2	2	-2
- Cc1cccc(NC(=O)Cn2c(=O)n(C)c3ccccc32)c1
→ -7	-13	0	-0.1	-1	2	-7	2	-1	3
- Cc1ccc(-n2ncc3c(NCc4cccnc4)ncnc32)cc1C
→ -3	-14	-2	0.1	1	-4	-2	0	-4	0
- COc1ccc([C@H]2CC(=O)C=C(c3ccc(F)cc3OCc3ccccc3)C2)cc1OC
→ -6	-11	0	-0.2	5	3	-4	-2	-1	1
- O=C(O)CCc1nc2cccnc2n1Cc1ccccc1
→ 1	11	-5	0.5	-6	-2	-3	1	-4	3
- NC(=O)CSc1nnc(CNc2ccc(F)cc2)n1CC1CCCO1 (configuration not stated)
→ 6	1	10	0.2	-2	-1	3	-3	10	-2
- CCCc1nn2c(N)c(/C=C3\C=Nc4ccccc43)c(=O)nc2s1
→ 7&4	7&-6	-8&5	-0.5&0.1	0&4	0&-1	2&-4	0&0	-2&3	-3&2
- CCc1nnc(NC(=O)C2Cc3ccccc3CN2S(=O)(=O)c2cccs2)s1 (configuration not stated)
→ 4	13	-6	0.4	-2	1	-3	-2	-3	-3
- O=c1[nH]cc(N=Cc2cc(Cl)cc(Cl)c2O)c(=O)[nH]1
→ 4	9	5	-0.4	0	1	0	-1	-3	-6
- CCN(CC(=O)Nc1ccc(Cl)c(S(=O)(=O)N(C)C)c1)Cc1nc2ccccc2c(=O)[nH]1
→ -3	10	4	0.3	-1	-2	0	-3	4	-1
- NC(c1ccccc1)c1ccncc1 (configuration not stated)
→ -3	4	-6	0.2	8	3	-5	0	-6	2

The results go on:
Below each compound: TCR-CD3 inh	TDP2 absorb	SIAE primary	proKLK7 act	MBD2 inh	PRMT1 FP inh	Tn6 DDE FP	LEDGF integ inh	Tn7 DDE FP	UHRF1 MBD2 ctr
- Oc1[nH]c2ccccc2c1N=NC(=S)NCC1CCCO1 (configuration not stated)
→ -2	-10	-8	0.8	-6	-1	0	0	-2	-8
- Cc1sc(NC(=O)c2cccs2)c(C(=O)OC(C)C)c1C
→ 1	-15	-3	0.4	-1	-2	9	2	-9	5
- CNc1c([N+](=O)[O-])cnn1-c1ccccc1Cl
→ 3	7	-1	-0.7	3	0	6	2	-4	2
- Cc1cc(C)cc(Oc2ccc(C(F)(F)F)cc2C#N)c1
→ -5	4	-3	0.9	1	-2	-8	1	2	1
- COc1cc(C(=S)N2CCN(c3ccccc3Cl)CC2)cc(O)c1O
→ 16	-6	2	-0.5	2	11	8	0	-2	8
- COC(=O)[C@@H]1CCCN1C(=O)c1cc(COc2cccc3cccnc23)on1
→ 5	7	7	2.0	2	4	7	0	-1	3
- COc1ccc(NC(=O)c2cccnc2)c(OC)c1
→ 0	11	-3	0.4	-1	1	-2	2	2	1
- OCCNc1c2ccccc2nc2ccccc12
→ 1	4	-10	-3.1	0	4	0	-5	3	6
- COc1ccc([N+](=O)[O-])cc1NC(=O)Cc1noc2ccc(C)cc12
→ 2	-6	-6	0.3	6	-4	1	1	8	0
- Cc1ccc(Nc2nnc(SCC(=O)c3c(N)n(C4CC4)c(=O)[nH]c3=O)s2)cc1C
→ 5	4	8	-0.1	1	0	1	-5	0	-1
- CCC(OC(=O)CN1C(=O)c2ccccc2C1=O)C(=O)NC1CCCC1 (configuration not stated)
→ 0	2	-1	0.0	-2	1	0	1	2	0
- CS(=O)(=O)N1CCN(C2C3CC4CC(C3)CC2C4)CC1 (configuration not stated)
→ 4	13	2	0.5	0	3	0	3	8	-1
- CCOc1cc(N2CCOCC2)c(OCC)cc1NC(=O)c1ccc(OCc2c(C)noc2C)c(OC)c1
→ 1	-4	-2	-0.3	1	3	1	2	7	7
- CN1CCC(N(C)C(=O)c2cccc(S(=O)(=O)N3CCOCC3)c2)CC1
→ 5	2	-2	0.8	-6	3	-2	0	2	1
- CSC(=Cc1ccc(C(=O)c2ccc(C)cc2)n1C)S(C)=O (configuration not stated)
→ -1	7	2	0.7	-4	0	-8	-1	5	-3
- C=CCn1c(SCCOc2ccc(OC)cc2)nnc1C(C)NC(=O)c1ccc(OC)cc1 (configuration not stated)
→ -4	4	-1	-0.2	3	-3	-9	-1	-3	0
- CC(=O)N1CCc2c1cccc2S(=O)(=O)NC(CC(C)C)C(=O)Nc1ccccc1C (configuration not stated)
→ .	-4	0	-0.4	-2	0	-4	3	4	2
- CCCn1nnc(NC(=O)c2ccc(-c3cccc(Cl)c3)o2)n1
→ 10	-4	-5	0.2	3	-1	0	0	0	-5
- CCCN1C2CCCC1CC(NC(=O)Nc1cccc(C(C)=O)c1)C2 (configuration not stated)
→ -1	-6	2	0.0	5	-3	2	1	0	2
- CNC(=O)c1ccc(Nc2nc(-c3ccccc3)nc3ccccc23)cc1
→ -2	0	-65	4.9	-2	7	-6	-4	-10	3
- COC(=O)[C@H](CCSC)NC(=O)Nc1ccc(C)cc1C
→ -3	2	-1	0.7	0	0	-1	-2	-5	2
- CC(C)OC(=O)CSc1nc2ccccc2s1
→ 3	4	-6	0.0	10	2	8	3	-2	23*
- CC(C)C[C@H](NC(=O)C1CC(=O)N(c2ccc3c(c2)OCO3)C1)C(=O)NC1CCCCC1 (some centres not stated)
→ -4	-7	-1	-0.2	8	-1	8	4	-6	1
- Cc1ccc(C(c2cc(Br)ccc2O)N2CCSCC2)cc1 (configuration not stated)
→ 2	-4	6	0.7	-3	0	-1	-1	3	2
- Cc1cc(C)cc(NC(=O)C2CCN(S(=O)(=O)c3c(C)n[nH]c3C)CC2)c1
→ -3	-5	-9	0.7	2	4	-13	-2	-2	4
- COc1ccc(C2=Nc3ccc(Br)cc3C(c3ccccc3)N2CC(=O)NN)cc1 (configuration not stated)
→ -6	-4	-8	-2.1	2	-2	-1	1	-7	0
- CN(C)CCN(C(=O)c1ccc2c(c1)CCCC2)c1nc2cc3c(cc2s1)OCCO3
→ 4	-4	7	-0.3	-2	-1	1	3	-9	2
- COc1ccc(N2CCOCC2)c(NC(=O)c2cccnc2)c1
→ -11	2	14	0.3	-5	-1	-1	-3	6	-2
- O=S1(=O)N=C(N(CCO)/N=C/c2ccc(Br)cc2)c2ccccc21
→ 5	1	-5	0.5	-1	-3	-4	2	-3	0
- Cc1cc(C)cc(OCc2nnc(SCC(=O)N3CCN(c4ccccc4)CC3)o2)c1
→ -1	-8	-3	0.1	-5	0	-1	2	-1	4
- COc1ccc(C2=COc3ccccc3C(=O)N2)cc1
→ 5	-7	-16	0.4	2	5	-3	-3	2	8
- CCCCn1nnnc1C(c1ccccc1)N1CCN(c2ccc(C)cc2)CC1 (configuration not stated)
→ -4	-21	3	-0.2	4	-3	0	2	-6	17

Gathered by group, the entries above with a cyano group
Below each compound: TCR-CD3 inh	TDP2 absorb	SIAE primary	proKLK7 act	MBD2 inh	PRMT1 FP inh	Tn6 DDE FP	LEDGF integ inh	Tn7 DDE FP	UHRF1 MBD2 ctr
- N#Cc1cccc(NC(=O)COC(=O)c2ccc3c(=O)n4c(nc3c2)CCC4)c1
→ -3	-7	-3	0.1	1	-3	1	7	-5	14
- Cc1cc(C)cc(Oc2ccc(C(F)(F)F)cc2C#N)c1
→ -5	4	-3	0.9	1	-2	-8	1	2	1
